LYPLA1 counter – LYPLA1 inhibitors, primary screen, counter-screen for PME1 inhibitor project, biochemical, fluorescence polarization, FP-Rh probe ABPP; Acyl-protein thioesterase 1 (Homo sapiens), O75608; recombinant LYPLA1; inhibition, % at 5.9 µM; 320,000 tested, 0.16% active;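 active = inhibition above the mean of all tested compounds plus 3 SD, set per campaign, cut at about 14% in these data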;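 note: inhibitors block serine hydrolase probe labeling of LYPLA1 so polarization falls; 0% = enzyme with DMSO and 100% = wells lacking LYPLA1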
PAFAH1B3 FP inh – PAFAH1B3 enzyme inhibitors, primary screen, biochemical, fluorescence polarization, human; Platelet-activating factor acetylhydrolase IB subunit alpha1 (Homo sapiens), Q15102; recombinant PAFAH1B3, FP-rhodamine probe; inhibition, % at 3.39 µM; 340,000 tested, 0.28% active; AID 492972, 2010;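 active = inhibition above the screen-wide average of all tested compounds plus 3 SD, cut at about 25% in these data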;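 note: 0% = enzyme with DMSO only and 100% = wells lacking PAFAH1B3 protein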
GSTO1 counter – inhibitors of recombinant GSTO1, primary screen, counter-screen for RBBP9 inhibitor project, biochemical, fluorescence polarization. 300,000 tested, 1.1% active. Glutathione S-transferase omega-1 (Homo sapiens), P78417. inhibition, % at 5.96 µM. activity-based probe fluorescence polarization;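 active = inhibition above the campaign mean inhibition plus 3 SD, cut at about 35% in these data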;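 note: 0% = GSTO1-1 with DMSO and 100% = wells lacking GSTO1-1 enzyme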
Target sequence (P78417 whole entry, looked up): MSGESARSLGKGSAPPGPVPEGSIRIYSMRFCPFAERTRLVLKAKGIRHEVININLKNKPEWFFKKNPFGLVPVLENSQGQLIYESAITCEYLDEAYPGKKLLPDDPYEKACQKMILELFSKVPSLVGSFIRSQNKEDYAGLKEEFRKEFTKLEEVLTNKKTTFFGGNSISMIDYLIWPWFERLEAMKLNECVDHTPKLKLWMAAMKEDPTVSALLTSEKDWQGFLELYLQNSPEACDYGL
PAFAH2 FP inh – PAFAH2 enzyme inhibitors, primary screen, biochemical, fluorescence polarization, human. Platelet-activating factor acetylhydrolase 2, cytoplasmic (Homo sapiens), Q99487. recombinant PAFAH2, FP-rhodamine activity probe. inhibition, % at 3.39 µM. 340,000 tested, 0.99% active. AID 492956, 2010;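 active = inhibition above the mean over all tested compounds plus 3 SD, cut at about 30% in these data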;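 note: inhibitors block probe labeling of enzyme so polarization drops; 0% = enzyme with DMSO and 100% = wells lacking PAFAH2 protein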
PME-1 primary – PME-1 inhibitors via competitive probe labeling, primary screen, biochemical, fluorescence polarization, FP-Rh probe, HTS | Protein phosphatase methylesterase 1 (Homo sapiens), Q9Y570 | 320,000 tested, 0.53% active | inhibition, % at 5.9 µM | recombinant PME-1;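 active = inhibition above the campaign mean of all compounds plus 3 SD, cut at about 26% in these data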;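 note: competitive labeling of PME-1 active site by serine hydrolase directed probe; 0% = PME-1 with DMSO and 100% = wells lacking PME-1 enzyme; inhibitors block probe labeling so polarization falls and inhibition rises; many of its hits are not listed in these tables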
Target sequence (Q9Y570 whole entry, looked up): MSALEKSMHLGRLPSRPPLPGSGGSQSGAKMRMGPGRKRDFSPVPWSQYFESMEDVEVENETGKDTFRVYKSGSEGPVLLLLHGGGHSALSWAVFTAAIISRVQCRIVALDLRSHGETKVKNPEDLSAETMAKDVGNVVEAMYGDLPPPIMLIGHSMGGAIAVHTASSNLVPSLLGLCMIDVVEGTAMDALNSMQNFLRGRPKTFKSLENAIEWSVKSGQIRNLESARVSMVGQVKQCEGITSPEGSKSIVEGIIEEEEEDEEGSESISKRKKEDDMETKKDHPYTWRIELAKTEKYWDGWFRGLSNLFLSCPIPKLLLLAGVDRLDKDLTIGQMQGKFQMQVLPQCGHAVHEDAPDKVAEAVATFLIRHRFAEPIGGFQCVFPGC
PAFAH1B2 FP inh – PAFAH1B2 enzyme inhibitors, primary screen, biochemical, fluorescence polarization, human. Platelet-activating factor acetylhydrolase IB subunit alpha2 (Homo sapiens), P68402. recombinant PAFAH1B2, FP-rhodamine activity probe. inhibition, % at 3.39 µM. 340,000 tested, 1.2% active;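 active = inhibition above the mean of all tested compounds plus 3 SD, cut at about 24% in these data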;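 note: 0% = enzyme with DMSO and 100% = wells lacking PAFAH1B2; many of its hits are not listed in these tables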
Fam108B inh – mouse Fam108B serine hydrolase inhibitors, primary screen, counter-screen for RBBP9 inhibitor project, biochemical, fluorescence polarization; recombinant Fam108B, FP-Rh probe fluorescence polarization; 300,000 tested, 0.33% active; inhibition, % at 9.51 µM; AID 1947, 2009;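 active = inhibition above the screen mean inhibition plus 3 SD, computed separately per campaign, cut at about 18% in these data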;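 note: inhibitors lower polarization as less probe binds the enzyme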
PAD4 inh – human PAD4 inhibitors, primary screen, biochemical, fluorescence polarization, 1536-well format. inhibition, % at 6.36 µM. 330,000 tested, 0.41% active. Protein-arginine deiminase type-4 (Homo sapiens), Q9UM07. recombinant PAD4, RCA probe fluorescence polarization;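 active = percent inhibition above a cutoff equal to the mean of all tested compounds plus 3 SD, cut at about 15% in these data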;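 note: 0% = PAD4 with RCA probe and DMSO and 100% = probe without PAD4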
pPAFAH inh – pPAFAH enzyme inhibitors, primary screen, biochemical, fluorescence polarization, human; Platelet-activating factor acetylhydrolase (Homo sapiens), Q13093; recombinant pPAFAH, FP-rhodamine probe fluorescence polarization; inhibition, % at 3.39 µM; 330,000 tested, 1.5% active; AID 463082, 2010;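 active = inhibition above the mean inhibition across the screen plus 3 SD, cut at about 25% in these data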;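 note: inhibitors block binding of the rhodamine activity-based probe so polarization drops; 0% = enzyme with DMSO and 100% = wells lacking pPAFAH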
Target sequence (Q13093 whole entry, looked up): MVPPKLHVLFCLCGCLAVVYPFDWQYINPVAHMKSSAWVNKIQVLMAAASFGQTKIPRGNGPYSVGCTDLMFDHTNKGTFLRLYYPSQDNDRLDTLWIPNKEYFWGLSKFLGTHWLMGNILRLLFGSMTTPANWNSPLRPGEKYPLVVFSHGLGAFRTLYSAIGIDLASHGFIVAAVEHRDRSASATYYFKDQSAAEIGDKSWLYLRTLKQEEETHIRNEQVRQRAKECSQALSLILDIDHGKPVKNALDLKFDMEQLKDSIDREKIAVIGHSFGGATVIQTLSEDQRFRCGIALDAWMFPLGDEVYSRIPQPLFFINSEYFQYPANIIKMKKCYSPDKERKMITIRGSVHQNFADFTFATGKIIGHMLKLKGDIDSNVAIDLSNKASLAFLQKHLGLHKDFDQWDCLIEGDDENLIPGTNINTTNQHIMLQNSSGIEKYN
The depositor's hits bear a star; / = no result given.

SMILES	LYPLA1 counter	PAFAH1B3 FP inh	GSTO1 counter	PAFAH2 FP inh	PME-1 primary	PAFAH1B2 FP inh	Fam108B inh	PAD4 inh	pPAFAH inh
COc1ccccc1NC(=O)c1ccc(C(=O)c2ccccc2)o1	-4.4	7.9	-7.5	5.9	-2.9	-5.0	-4.2	-3.5	4.9
Cc1nc2ccc(NC(=S)NC3CCCCC3)cc2nc1C	2.2	12.3	3.3	3.4	9.5	5.3	-4.5	-3.4	6.4
O=C(NCC(=O)N1CC=C(c2ccccc2)CC1)c1ccco1	-4.2	3.2	10.2	-1.6	-2.4	-0.8	1.7	0.6	-2.5
CCSc1oc(-c2ccco2)nc1S(=O)(=O)c1ccc(C)cc1	-0.4	8.3	4.3	0.2	9.0	5.4	1.8	-1.3	7.9
COc1ccc(Cc2noc(CN3CCCC(C(=O)c4cccs4)C3)n2)cc1OC (centres undefined)	3.9	8.0	1.7	-0.5	1.7	1.5	2.2	-1.6	2.4
O=C(NCc1ccccc1)Nc1cc(Cl)ccc1Cl	-8.7	3.3	-12.9	-2.3	-6.2	-3.0	-3.4	-1.5	-0.5
COc1cc(/C=C/CN2CCN(Cc3ccc(C)o3)C(CCO)C2)ccc1O (centres undefined)	8.0	2.5	11.0	-1.6	-1.9	1.1	1.1	-3.6	3.0
O=[N+]([O-])c1c(Nc2ccc(O)cc2)cc(Cl)c2nonc12	4.7	6.0	5.0	7.5	21.1	0.2	3.7	21.8*	11.1
Cc1cccc(NC(=O)Nc2ccc(S(=O)(=O)Nc3onc(C)c3C)cc2)c1	-2.7	2.6	/	1.0	0.4	-0.8	/	-1.2	-1.1
CCC(C)(C(=O)NC1CCCCC1)N(Cc1ccco1)C(=O)CC1NC(=O)NC1=O (centres undefined)	1.4	13.2	0.6	1.3	-1.7	-1.6	2.6	0.4	2.2
CC(=O)NC(c1ccc(F)cc1)c1cccnc1 (centres undefined)	2.4	6.0	9.1	0.4	-2.6	5.2	-1.7	-1.2	6.7
O=C(NCCN1CCOCC1)/C(=C\c1ccc(Br)cc1)NC(=O)c1cccs1	-3.7	0.2	-7.4	4.4	-1.5	3.6	0.1	0.1	-0.1
CC(C)C(=O)Nc1cccc(-c2cn3ccccc3n2)c1	-3.0	3.7	-2.1	-2.1	3.6	4.7	1.4	-2.1	-2.2
CC1CCN(c2ccc(NC(=S)NC(=O)c3ccc(-c4cccc([N+](=O)[O-])c4)o3)cc2)CC1	-1.0	11.4	1.0	-4.0	-0.5	4.4	2.2	-6.5	11.1
Cc1cccc(NC(=O)C(=O)NCCCc2ccccc2)c1	-1.1	/	3.7	/	-3.8	/	6.9	2.0	3.0
O=C(CSc1nnc(-c2cccnc2)n1Cc1ccco1)Nc1cccc(O)c1	-4.1	-3.0	-2.5	4.8	2.2	-0.9	5.5	-1.8	5.1
CCN1CCN(c2ccc(S(=O)(=O)N3CCCCC3)cc2NC(=O)Cc2ccccc2)CC1	1.9	0.0	7.8	16.5	-3.3	3.0	1.1	-1.2	4.4
Cc1ccc(C)c(NC(=S)N/N=C2/CCCCc3ccccc32)c1	-3.1	-1.1	-6.2	0.5	-2.2	8.7	-6.2	-3.7	-0.5
CCc1ccccc1NC(=O)COc1cccc(-n2cnnn2)c1	-2.7	-3.4	8.0	6.6	-1.8	6.7	2.2	-2.6	-1.5
COc1ccc2cc(CN(CC3CCCO3)C(=S)NCc3ccco3)c(=O)[nH]c2c1 (centres undefined)	1.1	4.9	0.8	-2.9	-1.5	5.6	3.2	-6.0	8.5
CCN(CC)S(=O)(=O)c1ccc(/C=C/C(=O)Nc2c(C)n(C)n(-c3ccccc3)c2=O)cc1	2.4	-3.6	1.7	2.9	-3.3	5.6	2.1	-3.4	6.3
CCOc1ccc(NS(=O)(=O)c2ccc3c(c2)CCN3C(C)=O)cc1	2.4	14.6	8.9	-16.4	0.4	5.4	-2.3	4.7	12.9
O=C(COC(=O)COc1ccc(Cl)cc1)Nc1ccc(N2CCOCC2)cc1	1.0	-0.4	9.1	-0.6	3.0	1.8	-3.0	-2.5	18.9
Cc1ccc(C(CC(=O)N2CCCC2)c2ccccc2)c(O)c1C (centres undefined)	-0.2	4.0	-2.5	0.2	-2.4	-0.2	-0.7	-4.5	3.4
O=C(Nc1cc2c(cc1Br)OCCO2)c1cccnc1	-1.7	5.3	0.7	5.2	2.9	1.4	0.8	2.3	3.4
C/C(=N\Nc1ccc(S(=O)(=O)Nc2ccccc2)cc1[N+](=O)[O-])c1ccncc1	-0.4	/	7.2	/	9.1	/	2.0	-0.6	13.5
CC(C)c1nc(SCC(=O)N2CCCCCC2)c2c(=O)n(C)c(=O)n(C)c2n1	-0.2	0.9	-2.9	5.8	2.5	6.8	0.2	-0.2	-3.1
CN(C)S(=O)(=O)Nc1ccccc1C(N)=O	0.7	0.2	0.8	5.0	-4.4	1.7	-1.2	-4.1	-0.6
O=C(CSc1n[nH]c(=O)n1C1CC1)Nc1ccc(Cl)cc1Cl	/	-0.6	/	-0.2	/	3.1	/	2.0	-0.6
Cc1ccc(NCC(=O)N/N=C\c2ccc[nH]2)cc1	1.1	/	9.2	/	-2.5	/	-2.1	-1.8	0.4
CC(C)CC(=O)N1CCC(O)(CS(=O)(=O)Cc2ccccc2Cl)CC1	-0.5	0.1	0.8	4.0	-6.0	3.9	2.9	2.2	3.1
CCn1nc(C)c(/C=C2\CCCC3=C2OC(N)=C(C#N)C3c2c(C)nn(CC)c2C)c1C (centres undefined)	-2.2	/	6.7	/	-3.9	/	-3.0	-7.4	4.2
COc1ccc2nc(C3CCCCC3)c3c(c2c1)CCC3	-2.1	0.3	-0.3	-2.4	1.3	2.2	2.3	2.7	6.1
NS(=O)(=O)c1cccc(NC(=O)CN2CCc3ccccc32)c1	-19.7	3.0	-17.6	1.0	2.5	2.9	-9.1	-15.8	3.3
COc1ccc(C(=O)N/N=C/c2ccc(N3CCOCC3)o2)cc1OC	1.3	1.2	5.8	-10.8	1.0	-1.3	1.0	-4.7	2.8
CC(C)CC(=O)C1=C(O)C(=O)N(Cc2ccccc2)C1c1ccccc1 (centres undefined)	0.0	4.8	-1.8	3.0	1.4	4.8	3.2	-0.5	-2.3
CCCC(=O)Nc1cc(C(=O)O)ccc1S(=O)(=O)c1ccc(C)cc1	-2.9	0.6	-3.7	-1.8	-0.4	7.4	0.2	1.4	4.2
Cc1cc(C(=O)CCC(=O)N2CCN(S(=O)(=O)c3cccs3)CC2)c(C)s1	3.4	5.1	-3.1	8.7	2.5	0.0	-2.1	2.5	-1.9
COc1ccc(-c2c(C#N)c(SCc3c(C)noc3C)nc3c2C(=O)CC(C)(C)C3)cc1	0.2	5.7	0.0	5.8	-5.9	2.0	-1.0	1.2	-2.1
CC1CC(C)CN(C(=O)COc2cccnc2[N+](=O)[O-])C1 (centres undefined)	/	-5.7	/	1.3	/	6.2	/	-2.4	-1.1

Of the compounds above, 2 have a cyano group.
SMILES	LYPLA1 counter	PAFAH1B3 FP inh	GSTO1 counter	PAFAH2 FP inh	PME-1 primary	PAFAH1B2 FP inh	Fam108B inh	PAD4 inh	pPAFAH inh
CCn1nc(C)c(/C=C2\CCCC3=C2OC(N)=C(C#N)C3c2c(C)nn(CC)c2C)c1C (centres undefined)	-2.2	/	6.7	/	-3.9	/	-3.0	-7.4	4.2
COc1ccc(-c2c(C#N)c(SCc3c(C)noc3C)nc3c2C(=O)CC(C)(C)C3)cc1	0.2	5.7	0.0	5.8	-5.9	2.0	-1.0	1.2	-2.1

(cont.)
SMILES	LYPLA1 counter	PAFAH1B3 FP inh	GSTO1 counter	PAFAH2 FP inh	PME-1 primary	PAFAH1B2 FP inh	Fam108B inh	PAD4 inh	pPAFAH inh
Cc1cccn2c(/C=N/OCc3ccc(F)cc3)c(-c3ccc(Cl)cc3)nc12	-1.9	-1.3	3.5	-3.7	-2.6	-3.1	-1.4	-0.7	2.8
COCCN(CCOC)c1nc(S(=O)(=O)c2ccc(C)cc2)c(Cl)s1	-2.2	1.6	2.7	2.5	3.2	1.7	-4.4	-0.8	10.1
COc1cccc(C(=O)N2CCN(C(=O)c3cccc4ccccc34)CC2)c1OC	-2.9	0.5	-10.7	2.8	0.5	3.1	0.4	-4.9	2.8
CCOc1cc(NC(=S)NCC(C)C)c(OCC)cc1NC(=O)c1cccs1	-2.4	9.4	3.2	-2.9	-2.5	4.7	7.9	-0.3	-0.9
C=CCSc1nnc2c(n1)OC(c1ccco1)Nc1ccccc1-2 (centres undefined)	3.2	9.4	1.6	15.7	4.4	5.7	2.5	1.7	7.8
CC(C)CC(=O)N=C1SC2CS(=O)(=O)CC2N1Cc1ccccc1Cl (centres undefined)	-0.4	/	-3.8	/	5.2	/	0.1	3.0	7.7
Cc1cc(=O)oc2cc(OCC(=O)Nc3ccccc3C(=O)O)ccc12	0.7	10.6	-3.1	-11.2	-1.7	1.1	-0.1	-3.3	3.9
c1coc(-c2ccnc(-c3ccncc3)n2)c1	-0.8	0.3	-4.0	4.1	3.0	2.3	1.7	5.2	1.5
COC(=O)C1=C(C)N(c2ccc(OC)cc2)C(C)=C(C(=O)OC)C1c1ccccc1	2.1	-5.5	3.3	-0.2	0.3	0.0	3.1	6.3	1.7
COc1ccc(Nc2nc(-c3cccs3)cs2)c(OC)c1	3.6	7.9	1.4	0.2	13.6	5.9	7.8	-11.2	8.8
COc1ccccc1S(=O)(=O)Nc1ccc2cn[nH]c2c1	1.5	-3.2	1.8	2.5	1.2	-0.3	0.9	2.5	2.6
Cc1ccc(CN2CCN(Cc3cn(C)nc3C)CC2CCO)o1 (centres undefined)	-0.8	6.2	7.8	6.2	8.2	3.9	4.5	-0.6	4.0
Cc1cc(C)cc(NC(=O)CCN2CCOCC2)c1	2.4	5.3	3.3	2.7	0.3	-3.0	1.2	-3.9	1.1
O=C(Oc1ccccc1-c1nnco1)c1ccc(Cl)cc1	-3.1	-0.3	3.0	3.6	6.8	4.5	-0.3	-2.4	4.6
O=S(=O)(c1cccc2nsnc12)N1CCCCC1	3.0	-0.3	2.3	-1.0	-2.6	-0.1	0.8	-5.5	0.6
O=C(Cc1ccccc1)Nc1ccccc1Oc1ccccc1	-1.7	9.5	-2.3	5.4	-1.7	13.1	0.6	-1.9	3.4
COc1ccc(C(O)P(=O)(OC(C)C)c2ccc(N(C)C)cc2)c(OC)c1 (centres undefined)	-3.6	13.6	0.1	5.3	5.0	4.3	5.2	0.7	1.8
CCc1nc2ccccc2n1CC(=O)NC1CCS(=O)(=O)C1 (centres undefined)	/	-2.7	/	5.4	/	-3.2	/	1.1	0.2
O=C1CN(c2nc(-c3ccccc3)c3cc(Br)ccc3n2)c2ccccc2N1	-1.1	/	-0.5	/	3.3	/	-2.9	-2.0	3.2
Oc1[nH]c2ccccc2c1N=NC(=S)NCC1CCCO1 (centres undefined)	-2.6	2.6	4.6	-1.9	-1.0	1.0	0.5	0.8	7.0

From PubChem

Only part of the results is shown; count on the stated rates, not on these rows.
